Source: PubChem BioAssay
BCR signal inh = inhibitors of chronic active B-cell receptor signaling | hit rate 0.05% among 340,000 | Potency, µM (top dose mostly 46.1 µM), for the others: top-dose ratio change, negative = lower green/red ratio, usual class: inhibitors | ABC-DLBCL IkBa-CBG/CBR reporter, luminescence ratio, 4 h; active = well fitted inhibition curve with a large enough effect in the signal ratio, with a control signal flat, not every such curve was filed as active; inconclusive = small, poorly fitted or top-dose-only effect, or effect the other way, or a change in a side signal; the % refers to the signal ratio;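 note: potency is the fitted concentration of half-maximal effect; plate controls were basal doxycycline-induced cells for no effect and cells given 10 µM MG132 for full effect; MG132 reads +100%, hits lower the ratio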
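Concentration-response series (up to 46 uM) were applied to TMD8 dual-reporter cells for 4 h at 37C with doxycycline. Green/red ratio, after filter-overlap correction, defined %Activity; red signal alone was normalised to basal cells and zero luminescence.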
A-T KAP1 phos = candidate therapy for ataxia-telangiectasia | […] A-T fibroblasts, KAP-1 phosphorylation AlphaLISA; neocarzinostatin DNA damage 30 min before lysis | Potency, µM (doses to about 57.5 µM), without a hit: at the top dose activation, most hits filed as activators | hit rate 0.19% among 320,000; note: potency is the fitted concentration of half-maximal effect; % of control where 0% means no effect; nearly all actives have a fitted effect of over 45% in size
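hTERT-immortalized A-T patient fibroblasts ([…]), 500 cells/well in OPTI-MEM, 1% FBS, got compounds for 60 min, then NCS for 30 min at 37C. Lysates were then assayed for phospho-KAP-1 by AlphaLISA (anti-pKAP1 donor, anti-KAP1 acceptor beads), 6 hr at 25C.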
Mito fusion act = blocks mitochondrial division or promotes mitochondrial fusion; S. cerevisiae fusion-defective mutant growth rescue, CellTiterGlo 48 h; Potency, µM (titrated, usually from 46.1 µM), for inactives: at the highest dose growth rescue (activation), hits mostly activators; hit rate 0.23% among 320,000;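 note: potency is the fitted concentration of half-maximal effect; % of control where 0% means no effect; nearly all actives have a fitted effect of over 45% in size; temperature-sensitive fusion mutants such as fzo1-1 at 37 °C on non-fermentable ethanol glycerol medium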
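Temperature-sensitive fusion-defective S. cerevisiae (e.g. fzo1-1, mgm1-5) were grown with compound in YPEG medium (3% ethanol, 3% glycerol) for 48 hours at 37C. Growth rescue was measured as viability by CellTiterGlo luminescence after 10 minutes at ambient.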
TCR act = T cell receptor activation | primary human leukocytes, anti-CD3, IL-2 HTRF, 48 h | Potency, µM (highest dose often 9.22 µM), for inactives: top-dose activation of IL-2 secretion, usual class: activators | 330,000 tested, under 10 active | AID 504894; note: % of control where 0% means no effect
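Using a-CD3 beads without co-stimulation, primary human leukocytes were exposed to compounds for 48 hr. An HTRF IL-2 kit measured the cytokine, with europium-to-d2 energy transfer producing emission at 665nm upon 320nm excitation.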
ASM inhibitor = blocks human secretory acid sphingomyelinase; placental ASM, HMU-PC fluorogenic substrate, 60 min; Potency, µM (top dose mostly 57.5 µM), for inactives: at the top dose activity change, negative = inhibition, actives largely listed as inhibitors; P17405; hit rate 0.006% among 340,000; note: potency is the fitted concentration of half-maximal effect
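Steps: dispense placental human ASM, pin compound, wait 10 min at room temperature, add HMU-PC0 substrate at 9 uM final, incubate 60 min at 37 °C, add stop solution raising pH to 10, read fluorescence.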
PTAP TSG101 blk = blocks PTAP/TSG101 interaction to inhibit HIV-1 budding; Q99816; Fluorescence polarization, FITC-PTAP peptide / Tsg101 binding; Potency, µM (doses to about 115 µM), without a hit: at the top dose activity change, negative = inhibition, hits mostly inhibitors; 340,000 tested, under 10 active; AID 493005; active = well fitted inhibition curve with a large enough effect in the main read-out, with a control signal flat, not every such curve was filed as active; inconclusive = small, poorly fitted or top-dose-only effect, or effect the other way, or a change in a side signal; inactive = no such curve, though single readings can be large or run the other way; note: potency is the fitted concentration of half-maximal effect; % of control where 0% means no effect
Target sequence (Q99816 whole entry, looked up): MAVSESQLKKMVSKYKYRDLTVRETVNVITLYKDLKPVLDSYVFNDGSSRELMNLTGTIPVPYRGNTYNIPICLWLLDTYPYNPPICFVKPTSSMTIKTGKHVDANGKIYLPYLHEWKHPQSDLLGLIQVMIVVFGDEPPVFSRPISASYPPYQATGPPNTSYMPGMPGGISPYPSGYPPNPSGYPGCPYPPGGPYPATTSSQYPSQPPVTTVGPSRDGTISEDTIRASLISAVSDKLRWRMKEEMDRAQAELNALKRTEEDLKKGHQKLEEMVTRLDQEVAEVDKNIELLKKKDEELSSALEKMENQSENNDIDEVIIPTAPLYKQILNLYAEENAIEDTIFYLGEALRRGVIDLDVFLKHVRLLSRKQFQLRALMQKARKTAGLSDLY
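Fluorescence anisotropy tracks displacement of a FITC-tagged PTAP peptide (50 nM) from the Tsg101 binding domain (10 uM), following a 20 min room-temperature incubation at pH 7.5.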
TSHR antag = blocks TSH signaling through the human TSH receptor. hit rate 0.2% among 330,000. activity change, negative = inhibition, % at 11.5 µM. TSHR-expressing cells, TSH-stimulated cAMP HTRF, 2 h; active compounds read low. P16473;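 active = activity change below a set negative limit, meaning inhibition stronger than a set level, cut at about -70% in these data; inconclusive = activity change between two set negative limits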; note: % is set by controls: 0 for no effect and ±100 for the full control effect
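Inhibition of cAMP made by TSHR-expressing cells under TSH stimulation (4nM final, EC80; 2 h, 37 deg C) is quantified with a one-step lysis HTRF kit, anti-cAMP cryptate versus cAMP-d2.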
Tb PFK block = inhibitors of T. brucei phosphofructokinase | T. brucei PFK, ADP-Glo luminescence | O15648 | AID 485367 | hit rate 0.17% among 330,000 | Potency, µM (top dose mostly 57.5 µM), for inactives: top-dose activity, negative = inhibition, actives largely listed as inhibitors;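 note: potency is the fitted concentration of half-maximal effect; 0% = uninhibited 1x PFK enzyme wells and -100% = no-enzyme wells; nearly all actives have a fitted effect of over 60% in size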
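Luminescent ADP detection (ADP-Glo, two-step: ATP depletion then ADP-to-ATP conversion for luciferase) reported PFK activity after 45 min room-temperature reaction of 1.25 nM enzyme with 0.5 mM F6P and 0.1 mM ATP at pH 8.0.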
Eya2 inh = blocks the phosphatase activity of human Eya2 | O00167 | recombinant Eya2, OMFP fluorescence dephosphorylation (OMFP is methylfluorescein phosphate) | Potency, µM (top dose mostly 76.9 µM), for the others: at the highest dose activity, negative = inhibition, most hits filed as inhibitors | hit rate 0.006% among 330,000 | AID 488837; note: potency is the fitted concentration of half-maximal effect; % is set by controls: 0 for no effect and ±100 for the full control effect
Target sequence (O00167 whole entry, looked up): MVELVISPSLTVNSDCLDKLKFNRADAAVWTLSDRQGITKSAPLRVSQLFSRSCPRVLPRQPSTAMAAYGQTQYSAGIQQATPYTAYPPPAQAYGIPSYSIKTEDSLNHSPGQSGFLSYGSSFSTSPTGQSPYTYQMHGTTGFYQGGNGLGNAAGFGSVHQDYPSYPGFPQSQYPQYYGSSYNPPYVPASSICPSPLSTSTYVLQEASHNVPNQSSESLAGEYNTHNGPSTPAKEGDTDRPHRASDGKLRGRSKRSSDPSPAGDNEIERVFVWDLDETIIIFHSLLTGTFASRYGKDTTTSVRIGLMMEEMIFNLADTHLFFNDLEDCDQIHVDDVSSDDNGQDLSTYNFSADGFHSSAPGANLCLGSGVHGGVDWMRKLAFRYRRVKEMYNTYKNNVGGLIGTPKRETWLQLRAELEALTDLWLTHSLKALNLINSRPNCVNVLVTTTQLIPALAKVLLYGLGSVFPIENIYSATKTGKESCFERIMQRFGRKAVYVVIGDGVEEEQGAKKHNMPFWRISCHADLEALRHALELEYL
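Eya2 protein (added as 0.2 uM solution) was preincubated with compound for 10 min at ambient temperature in 50 mM HEPES pH 7.5, 50 mM NaCl, 5 uM MgCl2, 0.05% BSA, 1 mM DTT. OMFP (added at 50 uM) then reacted 10 min; fluorescence read at 485/525 nm.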
ELG1 repair inh = ELG1-dependent DNA repair inhibition. HEK293T ELG1-luciferase reporter, luminescence, 16 h; DNA damage induced by 5-fluorouridine. hit rate 2.3% among 330,000. Potency, µM (doses to about 46.1 µM), for the others: at the top dose activity change, negative = inhibition, actives largely listed as inhibitors. AID 504467; note: potency is the fitted concentration of half-maximal effect; % is set by controls: 0 for no effect and ±100 for the full control effect; nearly all actives have a fitted effect of over 55% in size
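Luminescence from the luciferase reporter, measured 30 min after ONE-Glo reagent at room temperature, was the read-out. Beforehand, 2,000 cells per well were exposed for 16 hr at 37 °C to 5-fluorouridine together with compound or vehicle.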
a7 integrin act = activators of alpha7 integrin expression for muscular dystrophy | alpha7betagal myoblasts, beta-gal FDG fluorescence, 48 h | Potency, µM (top dose mostly 38.3 µM), without a hit: top-dose activation, usual class: activators | hit rate 0.064% among 350,000;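 note: potency is the fitted concentration of half-maximal effect; 100% = response of the positive control SU9516; nearly all actives have a fitted effect of over 60% in size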
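Alpha7betagal+/- myoblasts (passage 13) were plated 16-24 hr, then exposed to compounds (1:260 dilution of DMSO stock) for 48 hours at 37C. After MPER lysis, β-galactosidase reporter activity was read as FDG fluorescence (ex 480/em 540) after 30 minutes.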
The depositor's hits bear a star; ? = inconclusive; / = no result given; & = joins results of further samples; [ ] = another dose, or the depositor's remark. Unless noted, calls come from the whole dose curve; as a rule, active = well fitted curve in the direction sought with a large enough effect; inconclusive = small, poorly fitted or top-dose-only effect, or another doubt; inactive = no such curve, though single readings can be large; an effect the other way counts as inactive or inconclusive.

SMILES	BCR signal inh	A-T KAP1 phos	Mito fusion act	TCR act	ASM inhibitor	PTAP TSG101 blk	TSHR antag	Tb PFK block	Eya2 inh	ELG1 repair inh	a7 integrin act
Nc1nc2c(Cl)ccc(Cl)c2s1	-15%	-2%	10%	-4%	-1%	-4%	-14	-2%	-11%	23%	3%
COCCNC(=O)C(c1ccco1)N(Cc1ccc(OC)cc1)C(=O)Cn1nnc2ccccc21 (stereo not given)	6%	3%	-5%	-2%	3%	-1%	1	-1%	-1%	15%	11%
Cc1nn(-c2ccccc2)nc1C(=O)NN	-14%	-1%	3%	0%	0%	0%	-1	0%	11%	-1%	5%
CN(c1ccccc1)C1CCCCC1NS(=O)(=O)c1ccc(Cl)cc1 (stereo not given)	20%	5%	?	-2%[46.1 µM]	-8%	-4%	-3	2%	-8%	-8%	-22%
O=C(c1cc2cc3ccc(Cl)cc3nc2o1)N1CCCCCC1	-4%	4%	5%	3%	0%	-3%	-15	2%	-8%	?	10%
N#Cc1cc(-c2ccccc2)nnc1Sc1ccc(F)cc1	-1%	3%	-2%	-9%	-1%	-2%	-1	-3%	33%	10%	?
CSc1cccc(CN2CCCC(CO)(Cc3cccc(Cl)c3)C2)c1 (stereo not given)	1%	5%	-7%	-44%	-1%	-1%	0	-4%	-12%	5%	10%
CCCOC(=O)CSc1nc(N2CCOCC2)c2c(c1C#N)CC(C)(C)OC2	-1%	-9%	-7%	-6%	-4%	-8%	-10	7%	-6%	?	-2%
COc1cc2c(C(=O)N3CCN(C)CC3)c(C)n(-c3ccccc3)c2cc1Br	-5%	1%	-22%	5%	0%	-1%	20	0%	4%	25%	17%
CCNc1nc(=S)nc(NC(C)C)[nH]1	3%	1%	1%	-1%[46.1 µM]	1%	2%	23	0%	-9%	6%	-31%
O=C(Nc1ccccc1)Nc1snnc1C(=O)Nc1cccc(O)c1	?	2%	1%	1%	-7%	-2%	25	-1%	-7%	?	-22%
NC(=O)c1ccc(OCC(F)(F)F)nc1	-12%	0%	4%	-5%	0%	0%	-5	1%	13%	-7%	?
COc1ccc(-c2nc(NC(=O)CSCCO)sc2C)cc1	?	0%	7%	-2%	-2%	-5%	-11	10%	2%	-1%	-10%
COc1ccc(CCNC(=O)CSc2nc3ccsc3c(=O)n2CC2CCC(C(=O)O)CC2)cc1OC (stereo not given)	-1%	0%	-2%	9%	1%	-3%	3	0%	2%	0%	5%
Cc1ccc(COC(=O)c2cc([N+](=O)[O-])ccc2N2CCOCC2)cc1	?	3%	-1%	/	/	/	5	4%	-9%	-3%	/
CC12CCC3c4ccc(O)cc4CCC3C1CC(O)C2O (stereo not given)	?	17%	7%	-4%	0%	-1%	-3	-5%	8%	?	/
Cc1nn(-c2ccc3ccccc3c2)c(=O)c2ccccc12	?	7%	?	1%	-10%	-2%	-7	-1%	11%	?	-24%
Cc1ccc(NC(=O)NCC(c2cccnc2)N2CCOCC2)cc1 (stereo not given)	10%	3%	1%	/	-2%	-5%	-12	-6%	3%	-5%	-14%
CC(C)CNC(=O)NC(=O)COc1ccc(C=O)cc1	/	/	-3%	-12%	0%	-8%	/	/	/	/	1%
Clc1cccc(Cl)c1CSc1cc2c(nn1)-c1ccccc1CC2	2%	9%	-1%	2%	-7%	0%	7	1%	24%	?	17%
[O-][N+]12CCCCC1CCCC2CO (stereo not given)	2%	12%	1%	3%	0%	-1%	3	-1%	6%	9%	?
COc1ccc(-c2nc(C#N)c(NCc3ccccc3Cl)o2)cc1	/	/	-6%	5%	-15%	1%	/	/	/	/	-10%
CCN1CCN(c2nc(-c3ccccc3Cl)nc3ccccc23)CC1	1%	5%	4%	3%	5%	0%	2	-3%	-4%	?	-18%
COC(=O)/C=C1\OC(c2ccccc2)=CC1=O	-3%	12%	-4%	0%[46.1 µM]	/	/	10	5%	-1%	-19%	/
COc1cccc(N2CCN(CC(=O)Nc3ccnn3C3CCCC3)CC2)c1	-1%	0%	-7%	2%	4%	-3%	-30	3%	19%	?	-25%
Oc1ccc(Cl)cc1/C=C/c1ccc2cccc(O)c2n1	?	4%	13%	0%	?	0%	-7	12%	-1%	-3%	-66%[inhibitor]
Cc1ccc(Cn2nc(C)c(NC(=O)CCCn3nc(C)c([N+](=O)[O-])c3C)c2C)cc1	6%	4%	1%	0%[46.1 µM]	-4%	-4%	6	-1%	0%	-15%	9%
Cc1onc(-c2ccccc2)c1C(=O)NCC1CCN(C(=O)c2c(-c3ccccc3)noc2C)CC1	0%	4%	0%	1%	3%	0%	2	0%	-7%	?	-19%
CCN1CCN(Cc2ccc(NC(=O)c3cc(NC(=O)C4=NN(c5ccccc5)C(=O)C4)cc(OC)c3)cc2C(F)(F)F)CC1	0%	90%	-20%	-3%	-10%	2%	27	-20%	5%	?	15%&-12%
Cn1c(CSc2nc3ccccc3s2)nnc1SCC(=O)NCc1ccccn1	-14%	/	4%	-4%[46.1 µM]	-1%	-2%	38	-5%	-8%	?	12%
CC1=C(C)C(=O)C(N2CCOCC2)=CC1=O	?	-1%	0%	13%[46.1 µM]	-2%	-1%	-6	0%	-1%	?	-39%
O=C(CNC(=O)c1ccc(Br)o1)NCc1cccc(Cl)c1	6%	-21%	1%	-3%	0%	-5%	21	0%	-6%	-6%	-12%
COC(=O)c1ccc(NC(=O)CS(=O)(=O)Cc2ccccc2)cc1	-1%	3%	-12%	1%	5%	-10%	24	3%	-6%	1%	18%
O=[N+]([O-])C(/C=C(\Cl)[N+](=O)[O-])=C(N1CCCCC1)N1CCCCC1	13%	-6%	?	12%	2%	2%	-6	9%	-2%	-30%	-37%
COc1ccccc1C(=O)Nc1ccc(C(=O)N2CCCCC2)cc1	-1%	-11%	1%	-1%	1%	-2%	10	-18%	-25%	5%	9%
CC1=N/C(=C\c2ccc([N+](=O)[O-])cc2)C(=O)N1c1ccc(Cl)cc1	?	-1%	0%	/	-9%	-5%	?	3%	-5%	-6%	-18%
CC(C)=CC(=O)OCC(=O)Nc1ccc(F)cc1Cl	-7%	8%	0%	-8%	6%	-1%	-2	-3%	13%[15.4 µM]	18%	21%
CCOC(=O)C1CCN(S(=O)(=O)c2nc3nc(C)cc(C)n3n2)CC1	8%	16%	-2%	-3%	-1%	-6%	-3	4%	-23%	1%	20%
Cc1cccc(/C=C/C(=O)c2cc(Br)ccc(=O)c2O)c1	?	-3%	2%	16%	2%	-12%	-88*	-6%	22%	?	-45%[inhibitor]
CC(=O)c1c(C)[nH]c(C(=O)CSc2nnc(-c3ccccc3)o2)c1C	-1%	0%	3%	2%	-2%	1%	-19	-2%	7%	?	6%
COc1cc2c(C(=O)N(C)c3cc(Cl)ccc3OC)cn(C)c(=O)c2cc1OC	-8%	-4%	5%	-6%	-1%	-10%	-2	18%	5%	-2%	3%
CCCc1cc(C(=O)OCC(=O)N(CCC)c2c(N)n(Cc3ccccc3)c(=O)[nH]c2=O)sc1C	-3%	-1%	-3%	-2%	7%	3%	-8	0%	-3%	-13%	-10%
O=C(CSc1ncn[nH]1)N1CCN(S(=O)(=O)c2ccccc2)CC1	10%	3%	-1%	-2%	2%	-1%	-10	-6%	11%	-4%	0%
CC1(C)Cc2nc3sc4c(SCC(=O)NC(c5ccccc5)c5ccccc5)ncnc4c3cc2CO1	11%	-1%	2%	-23%	-2%	0%	1	-4%	11%	13%	-29%
Nn1c(SCC(=O)N2CCCCC2)nnc1-c1ccncc1	2%	0%	0%	3%	5%	-4%	-7	3%	-27%	-2%	4%
COc1ccc(CCN(C)C(=O)c2cc(S(=O)(=O)N3CCCCCC3)ccc2OC)cc1OC	-5%	10%	3%	-1%	1%	-5%	1	-1%	-15%	-2%	-40%
